# GALK inhibitor: blocks human galactokinase activity; P51570; Purified GALK, Kinase-Glo residual ATP luminescence; Potency, µM (titrated, usually from 57.5 µM), without a hit: at the highest dose activity change, negative = inhibition, usual class: inhibitors; 0.007% of 270,000 active; further: potency means the concentration at half of the fitted maximal effect; on the % scale 0 is the no-effect control and ±100 the full control effect
#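 GALK at 5 nM final was combined with compound, 35 uM ATP and 100 uM galactose in HEPES pH8.0 with MgCl2 and DTT. The reaction ran one hour at room temperature before luminescent ATP detection.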
# S-ASM inh: human S-ASM enzyme inhibition. P17405. Potency, µM (doses to about 57.5 µM), without a hit: top-dose activity change, negative = inhibition, usual class: inhibitors. 0.006% of 340,000 active. placental ASM, HMU-PC fluorogenic substrate, 60 min. AID 504937; further: potency means the concentration at half of the fitted maximal effect
#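 Human placenta-derived ASM preincubated with compound 10 min at room temperature, then reacted with 9 uM (final) fluorogenic HMU-PC substrate for 60 min at 37 C. Stop solution raises pH to 10; fluorescence read at Ex 386/Em 447 nm.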
# TSHR antag: blocks TSH signaling through the human TSH receptor. P16473. TSHR-expressing cells, TSH-stimulated cAMP HTRF, 2 h; stronger effect = lower value. activity change, negative = inhibition, % at 11.5 µM. 0.2% of 330,000 active;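 active means activity change below a set negative limit, meaning inhibition stronger than a set level, cut at about -70% in these data; inconclusive means activity change between two set negative limits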; further: on the % scale 0 is the no-effect control and ±100 the full control effect
#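 Competitive HTRF cAMP read-out (cryptate anti-cAMP antibody, cAMP-d2; 30 min, room temperature) in freshly harvested TSHR cells. Compounds added before TSH at EC80 (4nM final), followed by 2 hours' incubation at 37 deg C.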
# MBNL1 CUG block: blocks human MBNL1 binding to CUG repeat RNA. Q9NR56. 0.036% of 280,000 active. Potency, µM (titrated, usually from 57.5 µM), for inactives: top-dose activity change, negative = inhibition, most hits filed as inhibitors. TR-FRET MBNL1-His/biotin-(CUG)12 binding, 665/545 ratio; active means well fitted inhibition curve with a large enough effect in the signal ratio, with a control signal flat, not every such curve was filed as active; inconclusive means small, poorly fitted or top-dose-only effect, or effect the other way, or a change in a side signal; inactive means no such curve, though single readings can be large or run the other way; the % refers to the signal ratio; further: potency means the concentration at half of the fitted maximal effect; on the % scale 0 is the no-effect control and ±100 the full control effect
# Target sequence (Q9NR56 whole entry, looked up): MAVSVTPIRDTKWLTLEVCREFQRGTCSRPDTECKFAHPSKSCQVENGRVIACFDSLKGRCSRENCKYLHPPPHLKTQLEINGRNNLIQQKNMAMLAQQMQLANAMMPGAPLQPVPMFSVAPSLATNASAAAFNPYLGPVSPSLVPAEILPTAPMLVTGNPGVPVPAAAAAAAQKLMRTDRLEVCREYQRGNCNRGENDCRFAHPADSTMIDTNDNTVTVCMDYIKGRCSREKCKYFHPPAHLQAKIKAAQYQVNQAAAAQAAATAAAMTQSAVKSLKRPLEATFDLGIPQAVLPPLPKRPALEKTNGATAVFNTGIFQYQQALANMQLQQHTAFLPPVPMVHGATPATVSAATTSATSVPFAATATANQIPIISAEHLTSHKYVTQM
#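 His-tagged MBNL1 binding to biotinylated (CUG)12 RNA was measured by TR-FRET using terbium anti-His antibody (0.055 ng/ul final) and streptavidin-XL665 (5 nM final). Compounds were titrated 92 nM to 58 uM; 60 min at room temperature.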
# PKM2 activator: PKM2 (human) enzyme activation. P14618. purified PKM2, Kinase-Glo ATP luminescence, activation; response scale: 0% is enzyme alone, no compound. Potency, µM (titrated, usually from 57.5 µM), for the others: at the top dose activation, actives largely listed as activators. 0.34% of 260,000 active. AID 1631; further: potency means the concentration at half of the fitted maximal effect; on the % scale 0 is the no-effect control and ±100 the full control effect; nearly all actives have a fitted effect of over 55% in size
# Target sequence (P14618 whole entry, looked up): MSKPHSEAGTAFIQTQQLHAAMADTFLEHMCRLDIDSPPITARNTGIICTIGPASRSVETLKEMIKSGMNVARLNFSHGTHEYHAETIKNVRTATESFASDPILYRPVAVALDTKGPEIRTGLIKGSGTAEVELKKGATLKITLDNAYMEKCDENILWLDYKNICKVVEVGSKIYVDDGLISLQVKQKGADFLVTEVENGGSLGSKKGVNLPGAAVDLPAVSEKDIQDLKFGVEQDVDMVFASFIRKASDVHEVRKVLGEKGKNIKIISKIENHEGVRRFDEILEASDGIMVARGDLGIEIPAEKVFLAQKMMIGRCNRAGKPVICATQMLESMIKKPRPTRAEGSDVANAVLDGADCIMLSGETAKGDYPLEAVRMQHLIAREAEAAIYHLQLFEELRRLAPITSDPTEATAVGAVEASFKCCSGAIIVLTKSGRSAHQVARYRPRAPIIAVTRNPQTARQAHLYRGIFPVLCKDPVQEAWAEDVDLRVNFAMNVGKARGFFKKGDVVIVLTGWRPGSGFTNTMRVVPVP
#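 ATP formation by purified human PK-M2, quantified via coupled luciferase luminescence after 1 h at room temperature with 0.1 mM ADP and 0.5 mM PEP final.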
# USP2a block: inhibitors of human ubiquitin-specific protease USP2a. O75604. USP2 core, Ub-CHOP2 coupled fluorogenic reporter, 485/531. Potency, µM (series often up to 38.3 µM), for the others: top-dose activity change, negative = inhibition, hits mostly inhibitors. 0.01% of 330,000 active;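 further: potency means the concentration at half of the fitted maximal effect; plate controls were DMSO wells for no effect and full inhibition by NEM control for full effect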
#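 Cell-free coupled assay: 10nM USP2 core preincubated 30min RT with compound in Tris-HCl pH 8.0/CaCl2/CHAPS buffer, then 25nM Ub-CHOP2 and 25nM reporter substrate; fluorescence (Ex 485/Em 531) read after 60min RT, normalized to NEM inhibition, concentration-response curves fitted.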
# Eya2 phos inh: Eya2 (human) phosphatase inhibition; Potency, µM (doses to about 76.9 µM), without a hit: at the top dose activity, negative = inhibition, most hits filed as inhibitors; 0.006% of 330,000 active; recombinant Eya2, OMFP fluorescence dephosphorylation (OMFP is methylfluorescein phosphate); O00167; AID 488837; further: potency means the concentration at half of the fitted maximal effect; on the % scale 0 is the no-effect control and ±100 the full control effect
#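 Eya2 protein (added as 0.2 uM solution) was preincubated with compound for 10 min at ambient temperature in 50 mM HEPES pH 7.5, 50 mM NaCl, 5 uM MgCl2, 0.05% BSA, 1 mM DTT. OMFP (added at 50 uM) then reacted 10 min; fluorescence read at 485/525 nm.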
# Mito fusion yeast: inhibitors of mitochondrial division or activators of mitochondrial fusion. S. cerevisiae fusion-defective mutant growth rescue, CellTiterGlo 48 h. Potency, µM (top dose mostly 46.1 µM), for the others: at the highest dose growth rescue (activation), most hits filed as activators. 0.23% of 320,000 active. AID 485298;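 further: potency means the concentration at half of the fitted maximal effect; % of control where 0% means no effect; nearly all actives have a fitted effect of over 45% in size; temperature-sensitive fusion mutants such as fzo1-1 at 37 °C on non-fermentable ethanol glycerol medium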
#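 Growth-rescue viability read-out: after 48 h at the non-permissive 37C in glycerol/ethanol YPEG, yeast mitochondrial fusion mutants are measured by CellTiterGlo luminescence; compounds (23 nl pinned per well) restoring growth score as division inhibitors or fusion activators.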
# Menin-MLL TR inh: displaces Texas Red mutant MLL peptide from human menin | O00255 | Potency, µM (series often up to 61.6 µM), inactives show at the top dose FP activity change, negative = inhibition, hits mostly inhibitors | Menin + Texas Red MLL mutant peptide, fluorescence polarization | 0.23% of 270,000 active | AID 1768; active means well fitted inhibition curve with a large enough effect in the polarisation, with a control signal flat, not every such curve was filed as active; inconclusive means small, poorly fitted or top-dose-only effect, or effect the other way, or a change in a side signal; inactive means no such curve, though single readings can be large or run the other way; the % refers to the polarisation; further: potency means the concentration at half of the fitted maximal effect; % of control where 0% means no effect; many of its hits are not listed in these tables
# Chronic BCR inh: chronic active BCR signaling inhibition. ABC-DLBCL IkBa-CBG/CBR reporter, luminescence ratio, 4 h. Potency, µM (top dose mostly 46.1 µM), inactives show top-dose ratio change, negative = lower green/red ratio, actives largely listed as inhibitors. 0.05% of 340,000 active. AID 493014; active means well fitted inhibition curve with a large enough effect in the signal ratio, with a control signal flat, not every such curve was filed as active; inconclusive means small, poorly fitted or top-dose-only effect, or effect the other way, or a change in a side signal; the % refers to the signal ratio;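 further: potency means the concentration at half of the fitted maximal effect; plate controls were basal doxycycline-induced cells for no effect and cells given 10 µM MG132 for full effect; MG132 reads +100%, hits lower the ratio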
#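 TMD8 ABC-DLBCL cells carrying doxycycline-inducible green luciferase fused to IkappaBalpha plus unfused red luciferase were exposed to compounds (up to 46 uM) for 4 hrs at 37C. Activity came from the overlap-corrected green/red luminescence ratio.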
# KCNH2 WT inh: blocks the wildtype human KCNH2 potassium channel; U2OS, BacMam KCNH2, thallium flux FluxOr; stronger effect = lower value; activity change, % at 1.84 µM; 0.37% of 340,000 active; AID 720551;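 active means maximum activity change below -70%; inconclusive means maximum activity change between -70% and -50%; inactive means maximum activity change above -50%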; further: on the % scale 0 is the no-effect control and ±100 the full control effect
#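 U2OS cells transduced with wild-type KCNH2 virus are loaded with FluxOr dye for 45 min, and thallium flux is measured in kinetic reads before and after stimulation buffer. Rate constants are normalized to DMSO controls.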
# An asterisk follows results filed as active; u = inconclusive; x = not tested or not shown; [ ] = another dose, or the depositor's remark. Unless noted, the call rests on the fitted dose curve; in most records, active means well fitted curve in the direction sought with a large enough effect; inconclusive means small, poorly fitted or top-dose-only effect, or another doubt; inactive means no such curve, though single readings can be large; an effect the other way counts as inactive or inconclusive.
SMILES,GALK inhibitor,S-ASM inh,TSHR antag,MBNL1 CUG block,PKM2 activator,USP2a block,Eya2 phos inh,Mito fusion yeast,Menin-MLL TR inh,Chronic BCR inh,KCNH2 WT inh
CC[C@]12c3[nH]c4cc(-c5ccco5)ccc4c3CCN1C(=O)[C@@H](CC(=O)NCCCn1ccnc1)C[C@@H]2C(=O)N1CCN(C(=O)C2CC2)CC1,x,17%,2,x,x,-1%,0%,x,x,u,-2
O=C(c1cccc2ccccc12)N1CCN(Cc2ccccc2F)CC1,-3%,3%,-10,0%,4%,1%,-4%,3%,-5%,-20%,-10
O=C(NCc1ccccc1)NC12CC3CC(CC(C3)C1)C2,2%,-2%,-4,-10%,-1%,2%,1%,-2%,x,11%,4
CCCNC(=O)c1onc(CSc2ccc(F)cc2)c1C(=O)NCC1CC1,x,4%,-19,x,x,3%,9%,13%,x,0%,x
O=C(O)CC/C(=N\NC(=O)c1ccccc1Br)c1ccccc1,1%,1%,-1,-6%,-4%,1%,-5%,-2%,0%,u,2
CC(NC(=O)COC(=O)c1cc([N+](=O)[O-])ccc1N1CCOCC1)c1ccccc1 (configuration not stated),-7%,-8%,6,u,-3%,0%,0%,-2%,x,-2%,-6
Cc1cc(NC(=O)CN2C(=O)c3ccccc3C2=O)no1,-1%,-2%,6,6%,-3%,4%,-12%,1%,x,4%,3
Cc1ccc(OC(C)C(=O)Nc2ccc3c(c2)n(C)c(=O)n3C)c(C)c1 (configuration not stated),-4%,-1%,37,0%,1%,-1%,-3%,0%,-26%,u,7
CCN1C(=O)[C@H]2[C@@H](c3ccc(C)cc3)N3C(=O)N(c4ccccc4)C(=O)[C@@]3(CC)[C@H]2C1=O,x,6%,-3,12%,1%,1%,-9%,-1%,-5%,10%,-16
Brc1ccc(CN2CCN(c3ccccn3)CC2)s1,1%,-3%,13,-11%,-5%,-1%,5%,4%,0%,19%,12
Cc1cc(Cl)ccc1C(=O)C1CCCN(C(=O)c2snnc2C)C1 (configuration not stated),-2%,3%,-15,-4%,4%,-1%,2%,7%,-7%,2%,4
COc1ccc(NS(=O)(=O)c2cc(NC(=O)C3CCCO3)ccc2N2CCCCC2)cc1 (configuration not stated),0%,-8%,0,-4%,-2%,-10%,-2%,-1%,13%,-3%,12
COc1cc(C(=O)NCCCNc2nc3c(C)cc(C)cc3cc2C#N)cc(OC)c1OC,10%,200%[activator],-1,9%,3%,2%,11%,3%,8%,-1%,-9
O=C(CCNc1cccc(C(F)(F)F)c1)c1ccco1,-2%,-1%,-5,-1%,-5%,-1%,10%,-1%,x,u,2
COc1ccc(-n2nnnc2-c2cnc(N3CCCC3)nc2C(F)(F)F)cc1,x,-1%,-17,4%,14%,-2%,-8%,-3%,4%,9%,-3
O=C1c2ccccc2C(=O)N1CC(O)COc1ccc(Cl)cc1 (configuration not stated),0%,0%,-7,13%,x,7%,-6%,-9%,-27%,0%,4
CCCc1cc(=O)oc2cc(OCC(=O)N3CCC(C(N)=O)CC3)ccc12,x,4%,2,4%,2%,0%,9%,0%,-1%,1%,1
CCN1C(=O)[C@H]2[C@@H](c3ccc(C)cc3)N3C(=O)N(c4ccc(OC)cc4)C(=O)[C@@]3(CC)[C@H]2C1=O,x,2%,0,x,x,0%,9%,2%,x,13%,4
C=CCn1c(-c2cnn(-c3ccccc3)c2N)n[nH]c1=S,-3%,0%,19,5%,1%,0%,7%,-14%,x,1%,7
COCCn1cnc2c(c1=O)c1nc3ccccc3nc1n2/N=C/c1ccco1,2%,2%,-6,u,-1%,2%,5%,0%,x,u,-9
C=CCn1c(O)c2ccc(C(=O)N=NC(=O)COc3ccccc3F)cc2c1O,x,1%,-8,x,x,3%,9%,-1%,x,u,-2
CCOc1cc(C(=O)Nc2nnc(C)s2)cc(OCC)c1OCC,0%,-1%,6,-16%,1%,0%,5%,27%,-14%,-1%,-15
COc1ccc(-c2cc(C(=O)Nc3cc(C)nn3-c3ccccc3)no2)cc1,0%,2%,-2,-4%,1%,1%,16%,-1%,6%,u,-2
O=[N+]([O-])c1ccc(C[n+]2cccc(O)c2)cc1,x,3%,9,x,x,-1%,-1%,-9%,x,-1%,10
Cc1ccc(S(=O)(=O)Nc2ccc3c(c2)C(=O)N([C@H](C)CO)C[C@H](C)[C@@H](CN(C)Cc2ccc(-c4ccccc4)cc2)O3)cc1,x,-14%,-8,x,x,-16%,-1%,x,x,1%,-6
CC(C)(C)CN1CCNC(=O)C1CC(=O)N1CCC(C(=O)N2CCOCC2)CC1 (configuration not stated),9%,74%[activator],-3,-10%,-28%,1%,10%,7%,0%,-1%,-1
COc1ccc(OC(C)C(=O)N2CC(C)OC(C)C2)cc1 (configuration not stated),0%,3%,-5,-5%,-2%,0%,-5%,1%,2%,22%,2
Cc1cc(Cl)n2c(nc3cc(F)c(F)cc32)c1C#N,-18%,145%[activator],-73*,12%,1%,-6%,-7%,-5%,12%,u,-3
COC(=O)c1ccc(-c2csc(NC(=O)c3c(C)noc3C)n2)cc1,x,-8%,-36,x,x,6%,-2%,0%,x,-2%,4
CCC(C)C(=O)Nc1nc2c(s1)C(=O)CC(C)(C)C2 (configuration not stated),-2%,7%,-10,1%,1%,1%,3%,20%,13%,11%,22
O=C(Nc1cc(Cl)ccc1N1CCOCC1)c1ccc(=O)[nH]c1,x,-1%,2,x,x,-1%,5%,x,x,-7%,-5
O=C(NCCCN1CCCC1=O)C1CCN(S(=O)(=O)c2cccc(C(F)(F)F)c2)CC1,x,2%,6,x,x,0%,6%,-2%,x,1%,15
O=C(Nc1ccc(Cl)cc1)c1ccc2nsnc2c1,-1%,-4%,-10,u,-1%,0%,1%,5%,u,u,1
CCOC(=O)C1CCCN(C(=O)CN2C(=O)NC(C)(c3ccc4ccccc4c3)C2=O)C1 (configuration not stated),x,3%,5,x,x,3%,-3%,1%,x,-3%,-1
CCOc1ccccc1/C=C(/NC(=O)c1ccccc1)C(=O)N1CCCCC1,4%,x,5,-9%,1%,-2%,-13%,-3%,u,-11%,9
COc1ccc(CCN(C)CC(=O)Nc2c(C)cc(C)cc2C)cc1OC,1%,1%,2,-3%,1%[11.5 µM],-1%,3%,-3%,-14%,-5%,-4
Cc1ccc2nnnc(-c3ccccc3)c2c1,x,0%,-6,24%[11.5 µM],6%,3%,5%,8%,0%,-2%,-14
COc1ccccc1NC(=O)C(=O)N/N=C(\C)CC(=O)Nc1ccc(OCc2ccccc2)cc1,1%,-6%,7,2%,5%,4%,10%,5%,u,u,-4
Cc1nc(N2CCN(c3ccccn3)CC2)c2c(C)c(C(=O)Nc3ccc(F)c(Cl)c3)sc2n1,7%,21%,11,2%,3%[0.46 µM],0%,-3%,8%,27%,-4%,-38
CCOC(=O)c1cc(C#N)c(N2CCN(C(=O)c3cccc(C(F)(F)F)c3)CC2)nc1C(F)(F)F,-7%,12%,-31,x,1%,0%,-9%,-16%,x,9%,7
CCc1ccc(C2=NN(CCC(=O)NCc3cccs3)C(=O)CC2)cc1,2%,-3%,9,9%,11%,-4%,-3%,14%,u,0%,-1
Cc1cccc(N2CC(C(=O)OCC(=O)c3ccc(OC(=O)c4cccs4)cc3)CC2=O)c1C (configuration not stated),0%,-12%,-1,1%,5%,0%,-2%,-2%,6%,-4%,1
O=S(=O)(/C=C/c1ccccc1)N1CCN(Cc2ccc3c(c2)OCO3)CC1,3%,-6%,-4,-15%,2%,-7%,-2%,u,0%,-10%,-2
COc1ccc(S(=O)(=O)N(C)C[C@H]2Oc3c(NC(=O)C4CC4)cccc3C(=O)N([C@H](C)CO)C[C@@H]2C)cc1,x,3%,0,x,x,1%,5%,x,x,1%,-6
CCn1cc(C(=O)NCc2ccc(Cl)cc2)c(=O)c2cc(S(=O)(=O)N3CCOCC3)ccc21,-9%,u,-1,-19%,-3%,0%,-21%,-3%,-3%,-3%,-4

# Screening data (PubChem)

# These rows are one share of the data (hit frequency here may not be typical).
